# biotin-GST TR-FRET = biotin-GST/anti-GST TR-FRET signal inhibitors, dose response, artefact control for Vif-APOBEC3G degradation inhibitor project, biochemical (AID 1117362); 3,600 compounds, 2.8% hits; TR-FRET counter screen, biotin-GST/anti-GST signal; IC50 in µM for hits, for the others inhibition, % at the top dose, mostly 100 µM;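 active = inhibition above 30% at one or more concentrations, seen consistently on every test date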;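 also: biotinylated GST protein used in place of GST-Vif 1-94 and biotin-A3G peptide; detects fluorescence quenchers or blockers of GST binding to anti-GST antibody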
# Starred values were filed as active, the others as inactive. Only part of the results is shown; the hit share may differ from the screen's.
no.	molecule	biotin-GST TR-FRET
1	COc1cccc(-c2nc3cc(C)ccc3o2)c1	3.8%
2	COC(=O)COc1ccc(S(=O)(=O)Nc2ccc(C(N)=O)cc2)cc1C	1.8%
3	O=C(c1ccc2c(c1)OCCO2)C1CCN(C(=O)c2ccc(F)cc2)CC1	4.5%
4	CCNC(=S)Nc1cccc(S(=O)(=O)NC2=NCCC2)c1	2.6%
5	N#Cc1ccccc1NC(=O)COC(=O)c1ccc(S(=O)(=O)N2CCCC2)cc1	3.1%
6	O=C(CSc1nnc(-c2cccs2)o1)OC1CCCCC1	0.4%
7	O=c1[nH]nc(Cc2ncc(C(F)(F)F)cc2Cl)c2ccccc12	1.7%
8	COc1cccc(OC)c1C(=O)NC(C)C12CC3CC(CC(C3)C1)C2 (centres undefined)	4.6%
9	CN1c2ccsc2/C(=N/NC(=O)c2c(F)cccc2F)CS1(=O)=O	0.1%
10	Nc1nc(Sc2ccc([N+](=O)[O-])c3nonc23)c2[nH]cnc2n1	16.7%
11	O=C(Nc1ccc(N2CCCCC2)cc1)c1cc([N+](=O)[O-])cc([N+](=O)[O-])c1	-0.4%
12	Cc1ccc(S(=O)(=O)c2c(N)n(NC(=O)C3CC3)c3nc4ccccc4nc23)cc1	-3.0%
13	COc1cccc(-c2cn3nc4c(nc3n2)CCCC4)c1	-1.3%
14	O=C(NC(=O)N1CCN(c2ccc([N+](=O)[O-])cn2)CC1)c1c(Cl)cccc1Cl	3.0%
15	CCn1c(CNC(=O)Cc2ccc(OC)cc2)nnc1SCC(=O)Nc1ccc(C(=O)O)cc1	5.4%
16	COc1ccccc1N(CC(O)CN1C(=O)NC(C)(C)C1=O)S(=O)(=O)c1ccc(C)cc1 (centres undefined)	0.6%
17	CCN(CC)S(=O)(=O)N1CCC(C(=O)NCC2COc3ccccc3O2)CC1 (centres undefined)	-0.6%
18	COc1cc2c3c(c1OC)C1(C=CC(=O)C=C1)CC3N(C(=O)CCC(=O)O)CC2 (centres undefined)	14.4%
19	O=C(NC1CCCC1)c1ccc2nc(-c3ccco3)c(-c3ccco3)nc2c1	26.4%
20	CCOC(=O)C1CCCN(C(=O)c2c(-c3ccccc3Cl)noc2C)C1 (centres undefined)	-2.2%
21	Fc1cccc(-c2cc3nc4c(c(NCc5ccco5)n3n2)CCCC4)c1	0.5%
22	CCOC(=O)C1=C(COC(=O)/C=C/c2ccco2)NC(=O)NC1C (centres undefined)	-2.0%
23	Cc1ccc(NC(=O)C(C)Sc2nc3nc(C)cc(C)n3n2)cc1 (centres undefined)	3.9%
24	COC(=O)c1ccccc1NC(=O)CCS(=O)(=O)c1ccc(Br)cc1	-1.9%
25	Cc1cc(NC(=O)C2CCCC2)n(-c2nc3ccccc3[nH]2)n1	1.6%
26	NNc1ccc([N+](=O)[O-])c2[nH][nH]c(=O)c12	-21.1%
27	O=C1CCc2cc(S(=O)(=O)NC(Cc3ccccc3)C(=O)NCC3CCCO3)ccc2N1 (centres undefined)	3.8%
28	Cc1cc(/C=N/n2cnnc2)c(C)n1-c1cccc(Cl)c1	2.5%
29	CCc1ccc(NC(=O)N(CCN2CCOCC2)Cc2ccc3c(c2)CCCN3CC)cc1	11.0%
30	O=C(O)C1Nc2c(O)cccc2C2C=CCC12 (centres undefined)	27.5%
31	CCCn1c(NC(=O)c2ccco2)nc2ccccc21	0.7%
32	CNc1ccc(Br)cc(C(=O)/C=C/c2cc(OC)ccc2OC)c1=O	6.7%
33	N/C(=N\OC(=O)COc1ccc([N+](=O)[O-])cc1)c1cccnc1	8.2%
34	CS(=O)(=O)N1CCCCC1CCN1CCCCC1 (centres undefined)	4.2%
35	Cc1ccc(C(=O)Nc2cccc(C(=O)O)c2)cc1S(=O)(=O)N1CCOCC1	3.8%
36	COc1ccc(NC(=O)c2ccccc2NC(=O)CSc2ccc(Cl)cc2)cc1	-5.4%
37	CCOC(=O)c1[nH]nc(-c2c(O)cc(C)cc2O)c1-c1csc(C)n1	0.6%
38	CCOC(=O)NC1(NC2CCCCC2)Oc2ccccc2O1	4.1%
39	CCOc1ccc(N(CC(=O)NCc2ccc(F)cc2)S(=O)(=O)c2c(C)noc2C)cc1	-2.6%
40	CC(C)(C)c1ccc(S(=O)(=O)NCc2ccc(C(=O)NCc3ccccn3)cc2)cc1	3.6%
41	O=C(CN1CCN(S(=O)(=O)c2ccc(F)cc2)CC1)c1ccc(O)c(O)c1	-2.2%
42	Cn1cccc1Cc1nnc(SCC(N)=O)n1CCc1ccccc1	-0.3%
43	N=C1/C(=C\c2ccc(SCc3ccco3)o2)C(=O)N=C2SC=NN12	6.9%
44	O=C(NN1C(=O)/C(=C/C=C/c2ccco2)SC1=S)c1ccccc1O	1.2%
45	COc1ccc(Cl)cc1N(CC(=O)Nc1ccc2c(c1)OCO2)S(C)(=O)=O	4.2%
46	O=C(O)c1cccc2cccc(-c3c4ccc(=O)c(O)c-4oc4c(O)c(O)ccc34)c12	>100µM*
47	COC(=O)c1ccc(Cl)c(NC(=O)CN(c2ccc3c(c2)OCO3)S(C)(=O)=O)c1	10.8%
48	Clc1ccccc1N=Nc1ccccn1	4.9%
49	CCCOc1ccc2oc(=O)c3c(c2c1)CCCN3C(=O)CN1CCc2ccccc2C1	-0.3%
50	CC1CCN(Cc2cnc(Cl)s2)CC1	3.8%

# More results.
no.	molecule	biotin-GST TR-FRET
51	CNS(=O)(=O)c1cccc(C(=O)OCc2cc(Cl)cc3c2OCOC3)c1	-2.8%
52	Cc1cc(=O)[nH]c2c1c(C)nn2C1CCCCC1	-3.7%
53	CCOC(=O)N1CCN(C(=O)c2ccc(NC(=O)c3ccc(C)cc3)cc2)CC1	0.2%
54	O=[N+]([O-])c1cc2no[n+]([O-])c2cc1N1CCCCC1	2.0%
55	O=C(CN1CCN(S(=O)(=O)c2ccc(Cl)cc2)CC1)Nc1ccc2c(c1)OCCO2	6.4%
56	CCOC(=O)C1=C(O)/C(=C/c2ccc(CNC(=O)C(=O)Nc3ccc(C)cc3)o2)N=C1C	4.1%
57	Cc1cc(Nc2ccc(Br)cc2)n2nc(C)nc2n1	3.0%
58	O=C(OCn1nnc2ccccc2c1=O)C1=COCCO1	5.8%
59	COc1ccc(CCNC(=O)CSc2nc(-c3ccco3)cc(C(F)(F)F)n2)cc1	-2.4%
60	Cc1ccc(S(=O)(=O)N2CCN(Cc3nc4sc(C)c(C)c4c(=O)[nH]3)CC2)cc1	-1.7%
61	COc1ccc(NC(=O)Cc2ccc(Cl)cc2)cc1NC(=O)c1ccco1	-2.4%
62	O=C(COC(=O)COc1ccc(Cl)cc1Cl)NC1CCCCCC1	1.4%
63	CCCC(=Nc1ccc(N)cc1)C1=C(O)C(C(=O)OC)C(C)(C)CC1=O (centres undefined)	-9.6%
64	O=[N+]([O-])c1ccc(N2CCN(c3ccc(Cl)nn3)CC2)c(Cl)c1	4.2%
65	Cc1sc2nc(SCC(=O)N3CCOCC3)[nH]c(=O)c2c1C	6.6%
66	Cc1ccc(CNC(=O)CCC2CCCN(Cc3cc4ccccc4o3)C2)o1 (centres undefined)	0.5%
67	Cc1nc2ccc(NS(=O)(=O)c3ccc(F)cc3F)cc2s1	6.6%
68	CCC(C(=O)Nc1cc(C(=O)O)ccc1C)c1ccccc1 (centres undefined)	-0.1%
69	Cc1ccc(N(CC(=O)NCCSCc2ccco2)S(=O)(=O)c2ccc(F)cc2)cc1	1.1%
70	O=C(c1ccco1)N1CCN=C1SCc1ccccc1F	1.4%

# Next section; the last four above are carried over.
no.	molecule	biotin-GST TR-FRET
67	Cc1nc2ccc(NS(=O)(=O)c3ccc(F)cc3F)cc2s1	6.6%
68	CCC(C(=O)Nc1cc(C(=O)O)ccc1C)c1ccccc1 (centres undefined)	-0.1%
69	Cc1ccc(N(CC(=O)NCCSCc2ccco2)S(=O)(=O)c2ccc(F)cc2)cc1	1.1%
70	O=C(c1ccco1)N1CCN=C1SCc1ccccc1F	1.4%
71	O=C(CCc1ccccc1)Nc1ccc2c(c1)OCCO2	-2.4%
72	Cc1oc(-c2ccccc2)nc1C(=O)OCC(=O)NCc1ccc(F)cc1	0.8%
73	O=C(Cn1ccc([N+](=O)[O-])n1)N1CCCc2ccccc21	9.1%
74	Cc1ccc(C(=O)OC2CCS(=O)(=O)c3sccc32)cc1 (centres undefined)	-0.3%
75	COc1ccc(OC)c(C2C(C(=O)Nc3ccc(F)cc3)=C(C)Nc3nc(CCCO)nn32)c1 (centres undefined)	-2.1%
76	CCc1cc2cc(C)cc(C)c2nc1SCC(=O)N1CCN(C(=O)c2ccco2)CC1	4.5%
77	Cn1c(N)c(C(=O)COC(=O)C2CCCCC2)c(=O)n(C)c1=O	-6.9%
78	Cc1ccc(C(=O)N/N=C\c2cc(Br)c(Br)o2)cn1	3.9%
79	CN1CCN(C(=O)C2CCN(S(=O)(=O)c3cnc[nH]3)CC2)CC1	2.4%
80	COc1ccc2c3c(c(=O)oc2c1OCC(=O)C(C)(C)C)CCCC3	0.0%
81	CC1(CCc2ccc3c(c2)OCO3)NC(=O)c2ccccc2N1 (centres undefined)	1.0%
82	O=C(Nc1nncs1)c1c(F)c(F)c(F)c(F)c1F	2.1%
83	COC(=O)C1=C(C)NC(=O)C1(NS(=O)(=O)c1ccc(C)cc1)C(F)(F)F (centres undefined)	3.0%
84	Cc1c(C(=O)N2CCCCC2)nnn1-c1nonc1N	0.9%
85	c1ccc(-c2nnc(-c3ccncc3)o2)cc1	0.2%
86	CCS(=O)(=O)Nc1ccc(C(=O)CC2(O)C(=O)Nc3ccccc32)cc1 (centres undefined)	0.4%
87	Cc1ccc(S(=O)(=O)Nc2cc(NC(=O)CN3CCOCC3)ccc2Cl)cc1	1.1%
88	C=CCc1cc(Cl)ccc1OC(=O)Nc1cccc(Cl)c1	5.3%
89	COc1cccc(CNCCc2c[nH]c3ccccc23)c1OCc1ccccc1	2.1%
90	CC1CCC/C(=C\Nc2ccc(C(=O)O)c(O)c2)C1=O (centres undefined)	-3.2%
91	Cc1cc(=O)c2c(O)c(O)ccc2o1	-0.6%
92	O=C(O)Cn1c(=O)c2c(c3ccccc31)CCC2	-1.1%
93	CCn1cc(C(=O)NCc2ccco2)c2cc(OC)c(OC)cc2c1=O	2.8%
94	CCCN(CCC)C(=O)c1cc(-c2ccc3c(c2)OCO3)nc2ccccc12	-4.1%
95	CN1CCC(N(C)C(=O)COc2ccccc2-c2ccccc2)CC1	5.5%
96	Cc1ccccc1N1C(=O)C2ON(c3ccccc3)C(c3cccnc3)C2C1=O (centres undefined)	2.5%
97	CCCCC(O)(CCCC)C(=O)N/N=C(\C)c1ccc(Cl)cc1	2.0%
98	CCCC[C@@H]1CNC(=S)N1CCc1cccc2ccccc12	5.4%
99	Cc1ccc(-n2ncc3c(=O)[nH]cnc32)c(C)c1	1.2%
100	COc1cc(OC)c2c(O)c3c(c(-c4c5c(c(O)c6c(OC)cc(OC)cc46)CO[C@@H](C)[C@H]5O)c2c1)[C@H](O)[C@H](C)OC3	-7.8%
101	CN(C)c1nc(N)nc(CSc2nc3c(c(=O)n(C)c(=O)n3C)n2Cc2ccccc2F)n1	-0.7%
102	CC(C)Cn1c(N)c(C(=O)NCc2cccs2)c2nc3ccccc3nc21	2.9%
103	O=C(CSc1nncs1)NC(=O)NCc1ccccc1	-0.6%
104	O=C1CC(c2ccco2)CC(O)=C1C=Nc1cc(Cl)ccc1O (centres undefined)	0.3%
105	Cc1cc(C(C)(C)C)ccc1OCCN(C)C	-0.3%
106	Cc1cccnc1Nc1nc(-c2ccc(O)c(O)c2)cs1	-0.2%

# 4 entries from above, field by field.
103. O=C(CSc1nncs1)NC(=O)NCc1ccccc1
- biotin-GST TR-FRET = -0.6%

104. O=C1CC(c2ccco2)CC(O)=C1C=Nc1cc(Cl)ccc1O (centres undefined)
- biotin-GST TR-FRET = 0.3%

105. Cc1cc(C(C)(C)C)ccc1OCCN(C)C
- biotin-GST TR-FRET = -0.3%

102. CC(C)Cn1c(N)c(C(=O)NCc2cccs2)c2nc3ccccc3nc21
- biotin-GST TR-FRET = 2.9%
